Compound activity from PubChem BioAssay.
AddAB inh = less growth of phage-infected E. coli with AddAB; E. coli expressing H. pylori AddAB, absorbance growth; AID 435030; inhibition, % at 11.9 µM; actives 0.29% (n = 330,000); in the data active = inhibition above about 12%;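 note: 0% = vehicle wells of infected cells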
HTR5A ag = counter-screen for OPRM1-OPRD1 agonists: human HTR5A agonism | HTR5A agonist assay, luminescence, cell-based | P47898 | activation, % at 9.3 µM | actives 0.61% (n = 340,000); in the data active = activation mostly above about 9.5%, no sharp cut-off; inactive = mostly below about 7.6%;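 note: 0% = cells with vehicle only and 100% = reference agonist; strong numbers were not always called active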
PKA-R1A activ = PKA-R1A complex activation. PKA-R1A dissociation, Cy5-IP20 fluorescence polarization; scaled: DMSO 0%, 113 µM cGMP 100%. actives 0.083% (n = 340,000). P00514+P68181. activation, % at 11.4 µM;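 active = percent activation above the mean of all tested compounds plus 3 SD, cut at about 19% in these data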;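 note: higher means more PKAc released from R1A so a rise in polarization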
E coli growth = bacterial growth inhibition, counter-screen for AddAB inhibitors; AID 449728; inhibition, % at 11.9 µM; E. coli V3065 growth, OD600 absorbance, 18 h; actives 0.27% (n = 330,000);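 active = inhibition above the campaign's mean inhibition across all tested compounds plus 3 SD, cut at about 9.9% in these data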;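 note: uninfected addAB+ strain grown without phage in ampicillin broth; 0% = DMSO wells and 100% = ciprofloxacin 0.95 µg/ml wells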
HTR5A inv ctr = counter-screen for OPRM1-OPRD1 inverse agonists: human HTR5A inverse agonism; P47898; HTR5A cell line, luminescence; inhibition, % at 9.3 µM; actives 0.083% (n = 340,000); AID 504634; in the data active = inhibition mostly above about 23%, no sharp cut-off; inactive = mostly below about 18%;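 note: 0% = cells with DMSO and 100% = no-cell wells with DMSO; some compounds called inactive have numbers as strong as hits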
SUMO Mot1 rescue = inhibitors of SUMOylation pathway: yeast Mot1-301 growth rescue; S. cerevisiae Mot1-301 growth rescue, ATP luminescence, 38.5C; percent above DMSO median, 100 means doubled; growth rescue, % at 18.8 µM; actives 1% (n = 320,000);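 active = every valid replicate shows activation above 250% relative to neutral control wells; inactive = the rest, any valid replicate at or below 250%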;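 note: OY570 slx delta 5 strain wells were the positive control but not used for scaling; some compounds called inactive have numbers as strong as hits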
PfHsp90 yeast 2 = growth inhibition of yeast expressing Plasmodium Hsp90; S. cerevisiae expressing PfHsp90, BacTiter-Glo ATP, 48 h; yeast lacking PDR1 and PDR3 efflux regulators; inhibition, % at 9.4 µM; actives 0.32% (n = 310,000);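 active = every replicate shows inhibition above about 80%, whatever the replicate mean, limit read from the data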;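 note: 0% = DMSO neutral controls and 100% = 20 µM radicicol positive controls; yeast relying on Plasmodium falciparum Hsp90 in place of its own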
MOR-DOR ag = agonists of human mu-delta opioid receptor heterodimerization; P35372+P41143; cells, OPRM1-OPRD1 heterodimerization, luminescence; activation, % at 9.3 µM; actives 0.3% (n = 340,000); AID 504326; in the data active = activation above about 18%;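 note: 0% = vehicle-treated cells and 100% = reference agonist; values of inactives mirror those of a sister screen read the other way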
Pemphigus Ab inh = inhibitors of pemphigus antibody binding to human desmoglein-3; P32926; binding (percent of control), % at 10 µM; actives 0.48% (n = 310,000); DSG3-coupled beads, scFv-anti-DSG3-GFP binding, flow cytometry; stronger effect = lower value;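 active = binding more than 3 SD below its plate's average and above zero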;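 note: hits lower antibody fragment binding to DSG3; some compounds called inactive have numbers as strong as hits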
Target sequence (P32926 whole entry, looked up, the tested form may be a part): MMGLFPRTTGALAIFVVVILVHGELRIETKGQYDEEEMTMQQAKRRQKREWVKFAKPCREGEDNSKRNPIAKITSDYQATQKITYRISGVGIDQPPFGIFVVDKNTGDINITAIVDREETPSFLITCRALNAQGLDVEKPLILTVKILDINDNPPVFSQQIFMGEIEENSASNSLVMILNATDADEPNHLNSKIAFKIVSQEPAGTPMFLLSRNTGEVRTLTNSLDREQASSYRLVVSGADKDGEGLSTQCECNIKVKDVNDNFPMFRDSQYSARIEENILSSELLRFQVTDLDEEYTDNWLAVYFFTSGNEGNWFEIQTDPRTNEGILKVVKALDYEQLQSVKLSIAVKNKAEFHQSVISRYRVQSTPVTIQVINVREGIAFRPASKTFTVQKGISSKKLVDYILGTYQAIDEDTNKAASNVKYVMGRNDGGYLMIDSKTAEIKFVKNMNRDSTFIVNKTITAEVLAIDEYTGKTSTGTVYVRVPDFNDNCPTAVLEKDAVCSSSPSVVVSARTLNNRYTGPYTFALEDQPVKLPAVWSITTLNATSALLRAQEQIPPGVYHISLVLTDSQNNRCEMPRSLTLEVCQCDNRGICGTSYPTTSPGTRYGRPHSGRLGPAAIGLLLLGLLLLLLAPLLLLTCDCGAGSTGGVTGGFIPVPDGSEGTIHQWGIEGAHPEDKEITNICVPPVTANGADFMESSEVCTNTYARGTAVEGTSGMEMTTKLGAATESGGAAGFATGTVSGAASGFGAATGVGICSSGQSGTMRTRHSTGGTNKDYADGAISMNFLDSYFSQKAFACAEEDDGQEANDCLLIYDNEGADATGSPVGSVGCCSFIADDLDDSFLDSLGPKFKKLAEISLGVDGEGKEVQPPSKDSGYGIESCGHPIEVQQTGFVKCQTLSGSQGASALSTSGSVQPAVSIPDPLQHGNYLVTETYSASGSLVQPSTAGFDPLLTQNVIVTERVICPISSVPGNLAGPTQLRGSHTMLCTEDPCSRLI
phage Ecoli inh = E. coli growth loss with phage present | inhibition, % at 11.9 µM | growth absorbance | AID 651602 | actives 0.26% (n = 360,000); in the data active = inhibition above about 11%
MOR-DOR inv ag = inverse agonist of human OPRM1-OPRD1 heterodimerization; P35372+P41143; AID 504357; inhibition, % at 9.3 µM; actives 0.21% (n = 340,000); cell-based MOR-DOR heterodimer luminescence, inverse agonism; in the data active = inhibition above about 22%, passing the limit was not always enough;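 note: 0% = cells with DMSO and 100% = wells without cells with DMSO; values of inactives mirror those of a sister screen read the other way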
The depositor's hits bear a star; nt = not tested or not shown.

smiles,AddAB inh,HTR5A ag,PKA-R1A activ,E coli growth,HTR5A inv ctr,SUMO Mot1 rescue,PfHsp90 yeast 2,MOR-DOR ag,Pemphigus Ab inh,phage Ecoli inh,MOR-DOR inv ag
CC(=O)N1CCC2(CC1)C/C(=N\NC(=S)Nc1ccccc1C)c1cc(O)ccc1O2,3.2,-4.1,6.2,-0.6,7.0,-3.8,-2.8,-3.1,98.2,3.0,15.6
O=C1C(=O)N(c2ccccn2)C(c2ccc(F)cc2)/C1=C(/O)c1ccc(Br)cc1 (stereo unspecified),-0.8,2.4,-16.8,3.1,-8.8,17.0,-29.6,-3.7,93.6,2.1,17.2
O=C(CSc1nnc(C2CC2)n1Cc1ccccc1)Nc1cccnc1Cl,0.7,0.8,-6.2,0.3,-2.1,4.4,-16.6,-0.7,82.0,-1.8,3.8
COC(=O)c1cc(NC(=O)c2c(-c3c(Cl)cccc3Cl)noc2C)ccc1N1CCOCC1,-0.3,0.7,-0.7,0.2,-32.6,-3.9,1.1,-2.4,108.3,1.7,11.9
COc1ccc(CCNC(=O)CSc2nc3[nH]ncc3c(=O)n2-c2ccccc2OC)cc1OC,4.1,-2.0,8.3,3.1,5.4,-9.2,0.8,-2.2,101.7,2.5,12.1
O=C1c2ccccc2S(=O)(=O)N1CC(O)COc1ccc(Br)cc1 (stereo unspecified),-0.9,11.2,0.6,0.9,-28.6,11.3,7.4,0.2,99.5,-0.4,-1.3
COc1ccc(/C=C2\SC(=O)N(CCNC(=O)C3CC(=O)N(c4ccccc4)C3)C2=O)cc1 (stereo unspecified),9.1,9.4,11.4,12.0*,-6.1,-10.7,-6.8,-2.7,97.7,3.1,14.7
Cc1cc(C)c(CN2CCC(n3nccc3NC(=O)C3CCCC3)CC2)cc1C,5.6,1.0,2.2,0.9,-0.6,339.3,5.8,-0.1,nt,0.9,0.4
CS(=O)(=O)NCCCNc1ccc(C(F)(F)F)cc1[N+](=O)[O-],-2.8,-0.4,-6.3,-1.2,4.3,-11.6,0.8,-3.2,102.7,3.4,17.1
COc1ccc(NC(=O)N2CCCC(C(=O)Nc3ccccc3OC)C2)cc1 (stereo unspecified),2.4,-0.2,-3.7,0.2,0.5,3.1,10.9,0.1,104.7,2.4,-0.3
Cc1onc(-c2ccccc2Cl)c1C(=O)OCC(=O)N1CCC(C)CC1,2.0,8.3,10.6,-0.6,14.6,-9.7,2.6,-0.9,102.5,2.9,3.5
Cc1cc(C(=O)N2CCc3ccccc3C2)n[nH]1,1.2,-4.3,-9.6,-0.8,17.5,-4.3,-4.2,-2.2,85.8,2.5,11.9
COc1cnn(-c2cccc(Cl)c2)c(=O)c1Cl,-0.2,3.1,-6.0,0.9,-16.1,17.5,12.6,-1.2,112.0,0.7,6.3
COC(=O)C1=C(C(=O)OC)SC2(S1)C(C(=O)OC)=C(C(=O)OC)SC1=C2c2cc(C)ccc2NC1(C)C,-1.1,-4.0,-15.1,0.1,-8.8,nt,1.0,1.4,nt,-0.2,-7.7
O=C(CSc1nc2ncccc2[nH]1)NCc1ccccc1,1.8,4.0,2.4,3.8,-10.3,1.7,17.3,-0.6,102.0,3.3,3.1
O=C(CNC(c1ccccc1)c1ccccc1)NCc1ccccc1Cl,0.8,1.0,1.3,-0.3,-3.9,185.7,-3.1,1.5,105.7,2.5,-7.0
CCCOc1ccc(-c2nnn(CC(=O)N3CCCC(C)C3)n2)cc1 (stereo unspecified),-1.9,-1.6,-7.8,-1.6,-9.4,0.3,-2.0,-0.8,89.0,3.1,4.2
Cc1cccc(C)c1N=Cc1c(C(F)(F)F)[nH][nH]c1=O,0.0,-1.8,-4.4,-1.5,-28.4,0.8,nt,-2.2,90.9,5.2,13.9
COc1cc(C=NNc2nc3c([nH]2)c(=O)n(C)c(=O)n3C)ccc1O,nt,-2.4,1.6,nt,9.5,nt,8.5,-7.2,111.2,0.0,35.1*
Cc1ccccc1NC(=S)NNC(=O)c1ccoc1C,1.1,-4.8,-6.9,0.8,5.7,-9.0,-7.1,-1.0,108.3,2.8,5.4
CCOc1cccc2sc(Cl)nc12,3.5,0.2,-11.4,2.3,-0.6,6.0,nt,-2.6,111.4,2.6,12.6
O=C(N/N=C/c1ccc(OCc2ccccc2)cc1)c1ccc(O)cc1,0.7,4.5,-4.0,2.2,-11.6,-10.1,6.9,-0.3,96.1,1.1,1.5
O=S(=O)(NCCc1csc(-c2ccccc2)n1)c1cccnc1,0.5,-0.5,-5.1,-1.5,32.5,19.1,10.1,-1.4,87.6,-2.9,7.5
Cc1cc(C)n(-c2ccc(NC(=O)C3CCCCN3C(=O)c3sccc3C)cc2)n1 (stereo unspecified),2.4,-0.4,2.8,-1.7,1.0,64.0,2.6,-0.5,107.0,-0.2,2.2
CS(=O)(=O)N1CCC(C(=O)Nc2cc(Cl)cc(Cl)c2)CC1,1.0,6.8,-6.1,-2.4,2.4,191.6,1.9,-2.0,95.0,4.3,10.1
O=C(O)CCC1(CCC(=O)O)c2ccccc2-c2ccccc21,0.8,3.7,-2.4,3.4,-13.5,0.1,-4.1,-3.0,98.5,0.4,13.9
CC(C)(CO)N=C1NS(=O)(=O)c2cc([N+](=O)[O-])ccc21,0.8,-3.5,3.5,-0.3,9.2,-6.3,-6.9,8.1,89.7,2.8,-48.6
c1ccc(Nc2ccnc(Nc3ccccc3)n2)cc1,2.0,2.1,9.8,0.5,2.1,13.3,8.9,-0.9,101.7,3.2,4.6
Nc1ncc(Br)cc1S(=O)(=O)NCCC(=O)NCCc1ccc(Cl)cc1,1.5,-4.1,-3.2,0.0,4.3,23.5,6.9,-2.7,102.1,4.1,14.1
CCn1c(Cc2ccc(OC)cc2)nnc1SCC(=O)NC1CCCCC1,-0.2,2.6,7.9,-0.1,-20.7,-6.9,5.4,2.4,90.3,1.1,-14.8
CCOc1ccc(CCNC(=O)CCn2ccc3cc(S(=O)(=O)N4CCCC4)ccc32)cc1,1.2,1.6,-9.7,0.7,-0.2,-5.8,28.1,-1.7,100.9,-0.9,8.7
COc1ccc(Cc2nnc(NS(=O)(=O)c3ccc(Cl)cc3)s2)cc1OC,3.6,6.2,-4.1,-0.3,-32.7,51.5,-6.5,0.9,98.0,2.8,-4.8
CCN(CC)c1ccc(S(=O)(=O)N2CCOCC2)cc1NC(=O)COC(=O)c1ccco1,-0.3,-3.5,-8.4,-1.5,9.4,-8.1,-34.2,-3.7,92.5,-0.1,19.3
Cn1cc(CN2CCN(CC(C)(C)C)C(CCO)C2)c2ccccc21 (stereo unspecified),0.2,2.1,8.5,0.9,-5.8,-7.1,4.1,-1.0,102.9,2.9,5.0
CC(=O)c1cccc(NC(=O)NNC(=O)CCC(=O)Nc2ccc(C)c(C)c2)c1,-0.6,1.0,-10.6,0.5,-2.7,2.4,8.6,-1.5,100.0,4.3,8.0
Cn1nc(C(F)(F)F)c(CN2CC(C)(C)C2=O)c1N1CCOCC1,0.5,-4.6,-7.5,-2.9,12.7,-18.8,nt,-2.5,113.6,0.9,12.4
CCCC(=O)Nc1ccc(C(=O)n2ccc(C)n2)cc1,-2.5,1.5,-4.2,1.3,19.9,4.6,9.7,-2.9,nt,-0.6,13.3
O=C(Nc1c(F)cccc1F)C(c1ccccc1)c1ccccc1,3.2,nt,nt,-0.6,nt,3.8,nt,nt,112.9,0.7,nt
CC(C)N1CCC(=NNC(=O)c2ccc(Br)o2)CC1,-2.6,1.1,-0.6,-0.8,-14.4,-17.0,-16.7,1.5,88.4,3.0,-8.9
O=C(CN1C(=O)CCC1=O)NNc1ccc2ccccc2c1,-1.4,1.5,-6.7,-4.5,13.6,200.6,-3.0,-5.8,101.7,3.2,29.3
CCCn1nc(C(=O)NNC(=O)c2ccc(OC(F)F)cc2)c2ccccc2c1=O,-1.7,1.5,-15.6,-2.6,-8.2,9.7,0.0,-3.9,99.3,-2.0,15.6
Cc1nn(C(C)(C)C)c(N)c1-c1ccccc1,1.2,4.7,-2.1,0.3,23.1,-18.1,-0.2,-1.4,121.7,1.6,8.0
Cc1ccc(NC(=O)CNCCCN2CCOCC2)cc1S(=O)(=O)N1CCCCC1,-1.8,2.3,-8.1,-1.3,-0.7,4.2,-10.8,-1.7,96.7,-0.1,8.9
CCOc1ccc(/C(O)=C2/C(=O)C(=O)N(CCOCCO)C2c2ccc(F)cc2)cc1 (stereo unspecified),0.0,-3.0,-2.6,-0.3,10.9,nt,-0.3,-1.6,103.9,0.1,8.6
N#Cc1c(NC(=O)Cn2cnc3ccccc3c2=O)oc(-c2ccccc2)c1-c1ccccc1,1.2,-3.4,3.2,-1.7,-27.3,-4.0,-5.1,-2.7,nt,2.8,11.4
CC(=O)c1c(N(C)C)ccnc1C(F)(F)F,3.9,-3.6,-16.0,1.3,-7.3,-21.3,-15.3,-1.6,100.2,2.5,8.5
CSc1ncccc1C(=O)N1CCN(S(=O)(=O)c2ccc(C)cc2)CC1,2.0,2.6,3.4,0.2,-16.5,-12.1,2.9,-0.2,103.0,1.7,1.5
COc1cccc(CN(C)C(=O)c2cc(S(=O)(=O)N3CCN(c4ccccc4)CC3)ccc2Cl)c1,6.0,3.8,2.1,1.1,1.2,16.4,-6.7,1.3,nt,0.2,-6.9
Cc1ccc(S(=O)(=O)Nc2cccc(C(=O)NCCCN3CCCC3=O)c2)cc1F,0.0,-4.5,-3.0,-0.6,11.3,6.1,14.4,-0.4,117.5,0.5,2.3
O=S(=O)(Nc1cccc(S(=O)(=O)N2CCOCC2)c1)c1ccc2c(c1)OCCO2,-0.2,-0.7,-3.8,-1.8,1.9,337.7,0.9,-3.1,106.2,3.3,16.2
C=CCOc1ccc(/C=C/C(=O)OCC(=O)N2CCN(C(C)=O)CC2)cc1,1.3,3.4,-6.4,-1.1,-13.3,2.5,nt,0.4,99.2,0.2,-1.9
CCOC(=O)C1CCN(CC(=O)Nc2c(C(=O)OC)[nH]c3cccc(C)c23)CC1,2.2,-1.4,-8.9,0.4,-5.8,2.7,17.1,-3.3,117.9,0.6,15.2
CC(=O)c1sc(NC(=O)c2ccc(Cn3cc(Br)cn3)o2)nc1C,-0.9,6.1,7.0,2.0,-17.0,-16.9,3.2,-1.6,102.6,3.0,8.7
O=[N+]([O-])c1cc2c(cc1[N+](=O)[O-])OCCOCCOCCOCCO2,1.1,1.5,-6.6,1.5,-4.2,-16.0,-15.6,2.2,91.2,2.3,-16.4
Cc1cc(C(=O)Nc2nc3ccc(Cl)cc3s2)nn1C,-4.6,nt,nt,-4.2,nt,-38.0,nt,nt,97.0,1.0,nt
